# Screening data as filed in PubChem.
# TDP1 cell noCPT – qHTS for Inhibitors of human tyrosyl-DNA phosphodiesterase 1 (TDP1): qHTS in cells in absence of CPT. DT40 Tdp1-/- hTDP1 cells, no CPT, ATP luminescence, 48 h. Potency, µM (doses to about 46.2 µM), inactives show top-dose activity change, negative = growth inhibition, actives largely listed as inhibitors. 15% of 420,000 active. AID 686978, 2013; further: nearly all actives have a fitted effect of over 55% in size
#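 Stably hTDP1-transfected Tdp1-null chicken DT40 cells were treated with library compounds minus camptothecin and grown for at least 48 hr at 37 °C, after which cellular ATP was quantified by luminescence.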
# GCN5L2 inh – inhibitors of human GCN5L2 histone acetyltransferase; Potency, µM (doses to about 58.9 µM), inactives show at the highest dose activity change, negative = inhibition, actives largely listed as inhibitors; 0.21% of 390,000 active; GCN5L2 HAT assay, ThioGlo1 CoA-SH fluorescence; AID 504327
# Target sequence (Q92830 whole entry, looked up): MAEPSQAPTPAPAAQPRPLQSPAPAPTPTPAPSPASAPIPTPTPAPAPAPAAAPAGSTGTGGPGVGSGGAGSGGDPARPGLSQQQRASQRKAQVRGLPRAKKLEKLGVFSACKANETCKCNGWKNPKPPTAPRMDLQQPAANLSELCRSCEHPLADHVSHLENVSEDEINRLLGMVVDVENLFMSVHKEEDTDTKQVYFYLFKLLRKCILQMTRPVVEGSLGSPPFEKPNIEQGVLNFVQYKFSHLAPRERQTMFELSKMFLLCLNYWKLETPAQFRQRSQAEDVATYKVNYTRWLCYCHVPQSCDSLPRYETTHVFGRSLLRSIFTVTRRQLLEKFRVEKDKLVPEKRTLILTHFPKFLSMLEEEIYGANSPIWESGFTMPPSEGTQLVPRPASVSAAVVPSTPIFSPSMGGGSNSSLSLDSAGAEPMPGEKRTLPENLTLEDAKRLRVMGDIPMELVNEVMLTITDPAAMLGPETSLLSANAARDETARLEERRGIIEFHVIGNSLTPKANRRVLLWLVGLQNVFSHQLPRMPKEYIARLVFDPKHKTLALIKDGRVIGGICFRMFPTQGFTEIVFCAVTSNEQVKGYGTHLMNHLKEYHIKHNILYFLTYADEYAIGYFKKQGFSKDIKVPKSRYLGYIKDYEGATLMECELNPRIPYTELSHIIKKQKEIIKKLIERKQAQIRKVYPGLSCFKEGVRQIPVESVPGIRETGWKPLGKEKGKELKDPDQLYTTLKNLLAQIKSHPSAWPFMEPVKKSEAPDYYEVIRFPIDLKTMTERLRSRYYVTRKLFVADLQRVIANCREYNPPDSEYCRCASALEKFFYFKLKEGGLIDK
#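 Compounds, pin-transferred from DMSO stocks, meet 20nM GCN5L2 for 15 min before the reaction begins with H3(1-25) peptide (75uM) and acetyl-CoA (70uM). Thiol-reactive ThioGlo1 reports CoA release over 20 min at room temperature.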
# TDP1 cell CPT – DT40-hTDP1 cell growth loss with CPT; chicken DT40 Tdp1-/-;hTDP1 cells + 20 nM CPT, ATP luminescence, 48 h; Potency, µM (top dose mostly 46.2 µM), without a hit: top-dose activity change, negative = growth inhibition, actives largely listed as inhibitors; 12% of 420,000 active; further: nearly all actives have a fitted effect of over 55% in size
#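 Chicken DT40 Tdp1-/- cells stably complemented with human TDP1 were seeded at 400 cells/well in medium containing 20 nM camptothecin, exposed to pin-transferred compounds, and grown at 37 °C for at least 48 hr. Viability was read as ATP luminescence.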
# The depositor's hits bear a star; u = inconclusive; x = no result given. The call rests on the fitted dose curve; in most records, active means well fitted curve in the direction sought with a large enough effect; inconclusive means small, poorly fitted or top-dose-only effect, or another doubt; inactive means no such curve, though single readings can be large; an effect the other way counts as inactive or inconclusive. On the % scale 0 is the no-effect control and ±100 the full control effect; potency means the concentration at half of the fitted maximal effect. An unsorted share of the library; any-hit rate near 18%.
entry | compound | TDP1 cell noCPT | GCN5L2 inh | TDP1 cell CPT
1 | CC(=O)N1N=C(c2cccc(NS(=O)(=O)c3ccc(C)cc3)c2)CC1c1ccco1 (configuration not stated) | u | -22.3% | u
2 | CC1(C(=O)N2CCC(CC3CC(c4cccc(Br)c4)=NO3)(C(=O)NCC3CCCCC3)CC2)CC1 (configuration not stated) | 18.4µM* | -24.5% | 18.4µM*
3 | O=C(Cn1c(NCCO)nc2ccccc21)NCCc1ccccc1 | -2.9% | -16.7% | -5.5%
4 | Nc1ccccc1C(O)(Cc1ccccc1)c1ccccc1 (configuration not stated) | u | 2.4% | -21.2%
5 | N#Cc1ccccc1S(=O)(=O)N1CCCC(c2nc3c(nnn3Cc3cccc(Cl)c3)c(=O)[nH]2)C1 (configuration not stated) | u | 1.6% | u
6 | O=C(Nc1cccc(N=Cc2cc(Br)cc(Br)c2O)c1)c1ccco1 | u | -7.7% | u
7 | CCOC(=O)c1ccc(NC(=O)C2(c3ccc(OC)cc3)CCOCC2)cc1 | u | -13.1% | -18.8%
8 | O=C(CN1CCN(S(=O)(=O)c2ccccc2)CC1)N1CCc2ccccc21 | -12.1% | 2.3% | -8.0%
9 | CCC1(c2ccc(F)cc2)NC(=O)N(CC(=O)N2CCN(S(=O)(=O)c3ccc(C)cc3)CC2)C1=O (configuration not stated) | -21.8% | -0.8% | -9.4%
10 | C#CCNC(=O)C[C@@H]1C[C@@]2(C(=O)OC)CCCCC=C2N(CCc2ccc(OC)c(OC)c2)C1=O | u | x | u
11 | CS(=O)(=O)N(CC(=O)NCc1ccccc1Cl)Cc1ccccc1 | u | -2.0% | -12.0%
12 | c1ccc2c(NC3CCCC3)nnc(NC3CCCC3)c2c1 | 16.4µM* | -4.8% | u
13 | O=C(CCCc1nc2ccccc2s1)Nc1nccs1 | -5.3% | 1.4% | 4.8%
14 | CCOC(=O)c1nnn(CC(=O)N2N=C(c3ccc(Cl)cc3)CC2c2ccc(OC)cc2)c1C(=O)OCC (configuration not stated) | u | 1.4% | u
15 | O=C1C(Cl)=C(Nc2cccc(O)c2)C(=O)N1Cc1ccccc1 | u | -9.7% | 23.1µM*

# Compound profiles, as listed above. Order of values: TDP1 cell noCPT, GCN5L2 inh, TDP1 cell CPT
# CCOC(=O)c1ccc(NC(=O)C2(c3ccc(OC)cc3)CCOCC2)cc1 in the list: u, -13.1%, -18.8%
# CC1(C(=O)N2CCC(CC3CC(c4cccc(Br)c4)=NO3)(C(=O)NCC3CCCCC3)CC2)CC1 (configuration not stated) in the list: 18.4µM*, -24.5%, 18.4µM*

# The results go on.
entry | compound | TDP1 cell noCPT | GCN5L2 inh | TDP1 cell CPT
16 | COc1ccc(N2CCOCC2)c(NC(=O)c2ccc3c(c2)OCO3)c1 | 20.6µM* | -4.7% | u
17 | COc1ccccc1-c1cnn2c(NCCc3ccccc3)cc(C)nc12 | u | -4.6% | 3.8%
18 | CC(=O)N1Cc2[nH]c3ccccc3c2CC1C(=O)O (configuration not stated) | 11.1% | -8.1% | 10.3%
19 | CCCS(=O)(=O)c1ncc(Cl)c(C(=O)Nc2c(C(=O)c3ccccc3)oc3ccccc23)n1 | u | -0.4% | -2.9%
20 | O=C(Cn1c2[n+](c3ccc(C(F)(F)F)cc31)CCCCC2)Nc1ccccc1 | -29.5% | -9.4% | u
21 | CC(C)n1c(/N=C/c2c[nH]c3ccccc23)nc2ccccc21 | -26.2% | -19.9% | u
22 | COc1ccc(NC2=NCC(=O)N2c2ccccc2)c(OC)c1 | 2.2% | -7.1% | u
23 | Cc1ccc(NC(=O)CSc2nncs2)cc1Cl | -1.6% | 2.5% | -14.0%
24 | O=C(c1ccco1)N1N=C(c2cccs2)CC1c1cc([N+](=O)[O-])ccc1O (configuration not stated) | 2.9% | -32.6% | -3.4%
25 | O=C(COc1ccc2ccc(=O)oc2c1)N1CCc2ccccc21 | -47.4% | -19.2% | -18.7%
26 | COC(=O)c1ccccc1NC(=O)Cn1c(=O)n(CCCC(=O)NCc2ccccc2Cl)c(=O)c2ccccc21 | u | 1.3% | u
27 | CC(=O)c1ccc(S(=O)(=O)Nc2cccc(S(=O)(=O)NC3=NCCC3)c2)cc1 | 3.8% | -4.6% | 5.5%
28 | Cc1cc(NC(=O)CSc2nnc(-c3ccc([N+](=O)[O-])cc3)o2)no1 | 3.3% | 0.5% | -4.5%
29 | CC(C)CN(C(=O)COC(=O)c1cccc2ccccc12)c1c(N)n(Cc2ccccc2)c(=O)[nH]c1=O | 16.4µM* | -4.2% | u
30 | CCN(CC(=O)Nc1c(F)cccc1F)C(=O)CCNS(=O)(=O)c1ccc(C)c(C)c1 | -19.1% | 3.4% | -16.2%
31 | Clc1ccc(-c2nnn3c2nc(NC2CCCCC2)c2ccccc23)cc1 | -23.5% | -2.3% | 5.3%
32 | CCc1ccccc1N(CC(=O)NCc1ccc(OC)cc1)C(=O)CCC(=O)Nc1ccccn1 | u | -3.7% | u
33 | COc1ccccc1CN=Cc1[nH]c2ccc(Br)c(Cl)c2c1O | u | -14.4% | u
34 | O=C(Nc1ccccc1)OCCN1CCN(Cc2ccccc2)CCC1=O | -11.0% | 0.9% | 1.8%
35 | Cc1cc(NC(=O)c2cc(C3CC3)on2)no1 | 10.7% | 1.1% | 1.3%
36 | Cc1cccc(OCc2nnc(SCC(=O)N(C)C3CCCCC3)o2)c1 | u | -12.0% | 18.4µM*
37 | O=C(O)/C=C/C(=O)N1CCN(c2ccccc2F)CC1 | -22.1% | -1.3% | -0.7%
38 | CC(=O)O[C@]1(C(C)=O)CC[C@H]2[C@@H]3C=C(C)C4=CC(=O)CC[C@@H]4[C@H]3CC[C@@]21C | 4.61µM* | u | u
39 | CCc1cc2c(=O)[nH]c(Cc3ccc(Cl)cc3)nc2s1 | u | 1.1% | -24.4%
40 | COc1ccc(NS(=O)(=O)c2ccc(OC)c(N(C)S(=O)(=O)c3ccc(Cl)cc3)c2)cc1 | 6.51µM* | -4.8% | 10.3µM*
41 | Cn1c(N)c(C(=O)COC(=O)c2nc(Cl)ccc2Cl)c(=O)n(C)c1=O | 0.1% | -3.1% | 0.0%
42 | CCCC1CCC(c2nc(-c3cccnc3)no2)CC1 (configuration not stated) | -0.9% | -4.0% | 5.0%
43 | CC1Cc2ccccc2N1C(=O)COC(=O)C1(c2ccccc2F)CCCC1 (configuration not stated) | u | -4.5% | u
44 | CCN(C(=O)COC(=O)[C@H](C)N=C1NS(=O)(=O)c2ccccc21)C1CCS(=O)(=O)C1 (some centres not stated) | 5.3% | -2.9% | -10.4%
45 | COc1ccc(/C=N/NC(=O)c2ccc(O)cc2O)cc1CSc1ccccn1 | u | -14.1% | -9.5%
46 | COc1ccc(OC)c(NC(=O)Cn2cc(C(=O)c3cccs3)c3ccccc32)c1 | 18.4µM* | -8.3% | u
47 | Cc1ccc(-n2ncc3c(=O)n(CC(=O)N(C(C)C)C(C)C)cnc32)cc1 | 3.0% | 2.6% | -3.0%
48 | CCOc1cc(N2CCOCC2)c(OCC)cc1NC(=O)c1cc(-c2ccco2)nc2ccccc12 | 23.1µM* | -4.9% | u
49 | O=C(CNC(=O)C1CCCCC1)Nc1cc(Cl)ccc1Cl | -23.8% | -1.4% | -6.0%
50 | Cc1ccc(C(=O)N2CCC(C(=O)NC3CCCCCC3)CC2)cc1 | -12.8% | 3.7% | -11.6%
51 | O=C(COC(=O)c1ccc2c(c1)S(=O)(=O)N=C1CCCCCN12)NCc1cccs1 | 5.5% | -13.2% | -22.5%
52 | O=c1nc(Nc2ccccc2)sc2ccc([N+](=O)[O-])cc12 | u | -6.6% | -13.7%
53 | Cc1cccc(N2CCN(c3c(CN4CCCC4)c(=O)oc4ccccc34)CC2)c1C | 5.7% | 0.3% | -24.3%
54 | Cc1ccccc1Nc1nc(N)nc(CN2CCN(Cc3ccc4c(c3)OCO4)CC2)n1 | u | -4.4% | -20.9%
55 | CN(C1=C(NC(=O)c2ccc(Cl)cc2)C(=O)c2ccccc2C1=O)c1ccccc1 | 10.3µM* | -4.7% | 5.8µM*
56 | Cc1ccc(S(=O)(=O)NCCC(=O)Nc2ccc(Cl)c(Cl)c2)cc1 | 16.4µM* | -7.5% | u
57 | Cc1cc(C)nc(-c2cccc3c2OC(CNC(=O)C2CCOC2)C3)n1 (configuration not stated) | -12.8% | x | 1.2%
58 | COC[C@@H]1CCCN1c1ccc2c(c1)O[C@H](COCc1ccccc1)CN([C@@H](C)c1ccccc1)S2(=O)=O | 3.66µM* | x | 2.59µM*
59 | COc1ccc(-c2cc3c(=O)n(CC(=O)NCc4ccc(Cl)cc4)ncn3n2)cc1 | -21.3% | -6.2% | -13.5%
60 | CCOc1ccc(-n2ccn(CC(=O)NCCc3ccccc3)c(=O)c2=O)cc1 | -14.7% | 1.3% | -10.1%
61 | Cc1ccc(-c2nnc(SCC(=O)OC(C)C)n2N)cc1 | 6.4% | -11.2% | -16.0%
62 | O=C(COc1ccccc1)NNC(=O)COc1ccc([N+](=O)[O-])cc1 | -15.1% | -1.4% | -6.2%
63 | CN(Cc1ccccc1)CC1CCCN(CCc2ccccc2F)C1 (configuration not stated) | u | -1.6% | u
64 | O=C(OCCO)c1c(C2=CCCCC2)oc2c1C(OCCO)CCC2 (configuration not stated) | -29.7% | x | -17.3%
65 | COc1cc(Cl)c(C)cc1NC(=O)CSc1nnc(-c2ccco2)n1CC(C)C | u | -12.9% | u
66 | Nc1c(S(=O)(=O)c2ccccc2)c2nc3ccccc3nc2n1C1CC1 | 1.0% | -16.2% | 6.3%
67 | CC(=O)N/C(=C\c1ccccc1)C(=O)OCC(=O)c1ccc(F)cc1 | 17.2% | 1.5% | -5.3%
68 | Cc1ccc(C)c(N2CCN(C(=O)Cn3nc(C)c4sc5ccccc5c4c3=O)CC2)c1 | 23.1µM* | -9.6% | u
69 | O=C(/C=C1\NC2(CCCC2)Cc2ccccc21)N1CCOCC1 | 11.6µM* | 4.4% | 11.6µM*
70 | CCCCN(C(=O)CCN1C(=O)C2CC=CCC2C1=O)c1c(N)n(CCCC)c(=O)[nH]c1=O (configuration not stated) | -1.4% | x | 4.0%
71 | COc1ccccc1CNC(=O)c1cn(C)c2ccc(S(=O)(=O)N3CCC(C)CC3)cc2c1=O | -0.2% | -6.6% | -4.7%
72 | O=C(COc1cccc2cccnc12)Nc1ccccc1 | -6.0% | -3.2% | 7.9%
73 | CCOc1ccc(/C=C/C(=O)c2ccccc2)cc1 | u | -7.9% | u
74 | COCCNC(=O)CSc1nc2ccccc2c(=O)n1-c1cccc(OC)c1 | -16.5% | 1.0% | -20.1%
75 | CC(NC(=O)c1ccccc1)c1ccc(F)cc1 (configuration not stated) | -2.6% | -1.9% | -13.1%
76 | CCn1c(=O)c2ccccc2n(CC(=O)N2CCCc3ccccc32)c1=O | u | -13.6% | -27.7%

# Retrieved by compound from above, six records:
entry | compound | TDP1 cell noCPT | GCN5L2 inh | TDP1 cell CPT
63 | CN(Cc1ccccc1)CC1CCCN(CCc2ccccc2F)C1 (configuration not stated) | u | -1.6% | u
69 | O=C(/C=C1\NC2(CCCC2)Cc2ccccc21)N1CCOCC1 | 11.6µM* | 4.4% | 11.6µM*
67 | CC(=O)N/C(=C\c1ccccc1)C(=O)OCC(=O)c1ccc(F)cc1 | 17.2% | 1.5% | -5.3%
71 | COc1ccccc1CNC(=O)c1cn(C)c2ccc(S(=O)(=O)N3CCC(C)CC3)cc2c1=O | -0.2% | -6.6% | -4.7%
73 | CCOc1ccc(/C=C/C(=O)c2ccccc2)cc1 | u | -7.9% | u
62 | O=C(COc1ccccc1)NNC(=O)COc1ccc([N+](=O)[O-])cc1 | -15.1% | -1.4% | -6.2%

# Only TDP1 cell noCPT and TDP1 cell CPT, for some of the entries so far:
cpd | SMILES | TDP1 cell noCPT | TDP1 cell CPT
73 | CCOc1ccc(/C=C/C(=O)c2ccccc2)cc1 | u | u
70 | CCCCN(C(=O)CCN1C(=O)C2CC=CCC2C1=O)c1c(N)n(CCCC)c(=O)[nH]c1=O (configuration not stated) | -1.4% | 4.0%
72 | O=C(COc1cccc2cccnc12)Nc1ccccc1 | -6.0% | 7.9%
63 | CN(Cc1ccccc1)CC1CCCN(CCc2ccccc2F)C1 (configuration not stated) | u | u
